Source: PubChem BioAssay (National Center for Advancing Translational Sciences (NCATS))
D1 PAM – human D1 dopamine receptor positive modulation | P21728 | HEK293 TREx D1 cells, calcium flux, dopamine EC20 potentiation | potentiation, % at 10 µM | 360,000 tested, 0.036% active | AID 504651; in the data active = potentiation above about 30%; note: 0% is about no effect
Target sequence (P21728 whole entry, looked up): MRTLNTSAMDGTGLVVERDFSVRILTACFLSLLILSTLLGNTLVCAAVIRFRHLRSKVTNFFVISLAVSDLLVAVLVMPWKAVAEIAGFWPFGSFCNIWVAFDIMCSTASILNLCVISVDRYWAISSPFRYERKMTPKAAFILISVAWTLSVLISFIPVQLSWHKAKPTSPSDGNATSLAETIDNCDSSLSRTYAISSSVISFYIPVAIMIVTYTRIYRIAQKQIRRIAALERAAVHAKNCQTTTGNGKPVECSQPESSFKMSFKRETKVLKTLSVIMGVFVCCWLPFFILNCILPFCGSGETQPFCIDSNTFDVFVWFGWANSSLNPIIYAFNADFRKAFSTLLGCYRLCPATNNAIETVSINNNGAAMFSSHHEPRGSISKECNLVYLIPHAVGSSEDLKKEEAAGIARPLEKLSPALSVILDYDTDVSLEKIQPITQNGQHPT
Vif-A3F inh – Vif-A3F binding inhibition | Potency, µM (doses to about 46.1 µM), inactives show at the top dose activity, negative = active | HeLa A3F-eYFP + Vif (tagged APOBEC3F with the HIV-1 protein that degrades it), YFP fluorescence increase | 390,000 tested, 0.2% active; note: potency is the fitted concentration of half-maximal effect; % of control where 0% means no effect; nearly all actives have a fitted effect of over 65% in size
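Fluorescence increase (Ex 488/Em 500-530) after overnight compound treatment at 37 deg C flags inhibition of Vif-driven A3F-eYFP loss in stable HeLa A3F-eYFP/Vif cells seeded overnight beforehand.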
RXFP1 agonist – RXFP1 (human) receptor agonism; 370,000 tested, 0.3% active; AID 2676; Q9HBX9; HEK293T-RXFP1 cAMP TR-FRET, 30 min; response scale: percent of porcine relaxin response, buffer zero; Potency, µM (titrated, usually from 57.5 µM), without a hit: top-dose activation, actives largely listed as activators; note: potency is the fitted concentration of half-maximal effect; % is set by controls: 0 for no effect and ±100 for the full control effect; nearly all actives have a fitted effect of over 60% in size; many of its hits are not listed in these tables
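HEK293 cells stably expressing RXFP1, treated 30 min at 37C with compounds plus PDE4 inhibitor Ro 20174; cAMP measured by HTRF TR-FRET. Normalized to buffer and 29 nM porcine relaxin; EC50 by Hill fit.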
D1 agonist – human D1 receptor agonism; AID 504660; activation, % at 2 µM; 360,000 tested, 1% active; P21728; HEK293 T-REx D1 cells, calcium flux, agonist mode; in the data active = activation above about 30%; note: 0% is about no effect
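Tetracycline-induced HEK293 TREx D1 cells, force-coupled to calcium signalling, were dye-loaded with a no-wash calcium kit. Compound was pin-added after a 10 s baseline. Fluorescence was read kinetically at 1 cycle/s for 180 s, with calcium rises flagged as agonism.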
Vif-APOBEC3G blk – blocks the Vif interaction with human APOBEC3G; Q9HC16; 410,000 tested, 0.076% active; HeLa A3G-eYFP + Vif (tagged APOBEC3G with the HIV-1 protein that degrades it), YFP fluorescence, overnight; Potency, µM (titrated, usually from 46.1 µM), without a hit: at the highest dose activity, negative = active, usual class: inhibitors;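 note: potency is the fitted concentration of half-maximal effect; % is set by controls: 0 for no effect and ±100 for the full control effect; nearly all actives have a fitted effect of over 60% in size; hits raise eYFP signal because A3G escapes Vif-driven loss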
Target sequence (Q9HC16 whole entry, looked up): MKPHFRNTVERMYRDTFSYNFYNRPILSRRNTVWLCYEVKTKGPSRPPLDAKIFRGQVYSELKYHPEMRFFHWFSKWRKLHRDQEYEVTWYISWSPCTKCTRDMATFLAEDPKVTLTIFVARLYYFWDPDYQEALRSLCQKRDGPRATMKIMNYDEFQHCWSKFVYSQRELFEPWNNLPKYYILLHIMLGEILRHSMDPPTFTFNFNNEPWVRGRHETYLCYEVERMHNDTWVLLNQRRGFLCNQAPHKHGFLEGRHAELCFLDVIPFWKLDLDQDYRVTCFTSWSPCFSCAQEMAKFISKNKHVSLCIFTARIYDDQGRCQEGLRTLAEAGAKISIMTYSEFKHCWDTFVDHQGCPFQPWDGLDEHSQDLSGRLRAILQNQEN
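HeLa cells stably expressing Vif and C-terminally eYFP-tagged A3G, seeded overnight at 37 deg C, then exposed to compound by pintool overnight at 37 deg C. Rise in yellow fluorescence (Ex 488/Em 500-530, Acumen) marks blocked Vif-driven A3G degradation.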
GRP78 ERSR act – inducers of ER stress response in human glioma cells. U87-MG GRP78 promoter luciferase reporter, 16 h. Potency, µM, for the others: at the highest dose activation, actives largely listed as activators. 420,000 tested, 0.02% active. AID 602332; note: potency is the fitted concentration of half-maximal effect; series mostly up to about 76 µM; % of control where 0% means no effect; nearly all actives have a fitted effect of over 35% in size
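Stably transfected U87-MG human glioma cells carrying a GRP78-based luminescent sensor were seeded at 1000 cells/well, pin-dosed with compounds and incubated 16 h. Luciferase reagent was then added, and end-point luminescence was read after 10 min at room temperature.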
D2 potentiator – D2 dopamine receptor (human) potentiation; P14416; HEK293 T-REx D2, calcium flux, EC20 dopamine potentiation; potentiation, % at 10 µM; 340,000 tested, 0.34% active; AID 485347;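 active = potentiation over 3 SD above the plate norm, cut at about 30% in these data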; note: 0% is about no effect
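Tetracycline-induced HEK293 T-REx cells force-coupled to calcium signalling expressed D2; compounds were pin-added after a 10 s baseline, read kinetically 180 s, then an EC20 dopamine challenge followed with a further 180 s calcium read.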
RXFP1 antag – RXFP1 (human) relaxin receptor antagonism; Q9HBX9; HEK293-RXFP1, relaxin-stimulated cAMP HTRF, 30 min; active compounds read low; activity change, negative = inhibition, % at 57.5 µM; 350,000 tested, 0.59% active; AID 1259400;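 active = activity change of -60% or lower, but not beyond a set lower limit; inconclusive = change between -60% and -40%, or beyond the set limit; inactive = change above -40%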; note: % is set by controls: 0 for no effect and ±100 for the full control effect
D1 antagonist – blocks dopamine activation of the human D1 receptor; HEK293 TREx D1 cells, calcium flux, dopamine EC80; active compounds read low; P21728; activity change, negative = inhibition, % at 10 µM; 360,000 tested, 3.2% active; in the data active = activity change below about -30%; note: % is set by controls: 0 for no effect and ±100 for the full control effect
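HEK293 T-REx cells expressing inducible, force-coupled D1 receptor; no-wash Ca dye, 30–90 min RT. Cmpd → 180 s read at 1 Hz → EC80 DA → 180 s read.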
* marks the source's active call; other numbers are inactive results; ? = inconclusive; . = no result given. Unless noted, calls come from the whole dose curve; as a rule, active = well fitted curve in the direction sought with a large enough effect; inconclusive = small, poorly fitted or top-dose-only effect, or another doubt; inactive = no such curve, though single readings can be large; an effect the other way counts as inactive or inconclusive.

1	O=C(CN1CCN(Cc2ccc3c(c2)OCO3)CC1)c1c[nH]c2ccccc12
2	CN(C)c1ccc(CNS(=O)(=O)c2ccc(-c3cc(C(F)(F)F)on3)s2)cc1
3	COc1ccc2c(c1)c1c(c(=O)n(-c3ccc(F)c(Cl)c3)c(=O)n1CC(=O)N1CCCC1)n2C
4	CC1CCC(NC(=O)C2COc3ccccc3O2)CC1 (stereo not given)
5	Cc1cccc(NC(=O)CSc2nnc3[nH]c(=O)cc(C)n23)c1C
6	COc1ccc(C(=O)NCC(c2cccs2)S(=O)(=O)c2cccs2)cc1 (stereo not given)
assay / entry,1,2,3,4,5,6
D1 PAM,-11,-1,0,-1,-1,1
Vif-A3F inh,-12%,8%,-3%,2%,8%,2%
RXFP1 agonist,-1.5%,-2.6%,16%,2.9%,3.9%,0.4%
D1 agonist,8,2,-2,-1,-4,0
Vif-APOBEC3G blk,-8%,4%,0%,-1%,3%,3%
GRP78 ERSR act,1%,-3%,-3%,2%,-3%,0%
D2 potentiator,.,1,6,3,9,-10
RXFP1 antag,-2,-2,.,13,8,.
D1 antagonist,-10,-8,4,-5,.,.

7	Cc1cccc(NC(=O)CCn2cnc3ccccc3c2=O)c1
8	COc1cccc(OC)c1C(=O)NC(=S)Nc1ccc2c(c1)C(=O)N(C)C2=O
9	COc1ccc(C(C)=O)cc1CSc1nnc(-c2ccccc2O)n1-c1ccccc1
10	CN(C)c1ccc(C(=O)C(=O)c2ccccc2)cc1
11	COc1ccc(-c2cn3c(n2)sc2cc(C(=O)N4CCCCC4)ccc23)cc1
12	Cc1cc(NS(=O)(=O)c2ccc(Nc3nc(-c4sc(NC(=O)c5ccccc5)nc4C)cs3)cc2)no1
assay / entry,7,8,9,10,11,12
D1 PAM,-2,1,0,-9,-1,-2
Vif-A3F inh,3%,-5%,3%,3%,1%,.
RXFP1 agonist,1.8%,1.5%,0.5%,-0.5%,6.9%,0.4%
D1 agonist,3,3,-1,0,1,1
Vif-APOBEC3G blk,4%,1%,-9%,-1%,-5%,.
GRP78 ERSR act,-4%,-6%,-6%,2%,-1%,.
D2 potentiator,-3,20,9,1,.,-1
RXFP1 antag,-3,-11,-1,3,-27,.
D1 antagonist,-19,17,1,-3,-1,.

13	COC(=O)c1[nH]c2ccc(F)cc2c1NS(=O)(=O)c1ccc(OC)cc1
14	Cc1cc(C)n(Cc2ccc(F)cc2)c(=O)c1C#N
15	N=c1c(C(=O)NCc2ccc(F)cc2)cc2c(=O)n3ccccc3nc2n1CC1CCCO1 (stereo not given)
16	COc1nc(NC(C)C)nc(N(C#N)CN2C(=O)c3ccccc3S2(=O)=O)n1
17	CN(C)S(=O)(=O)c1cccc(C(=O)OCC(=O)Nc2ccccc2OC(F)F)c1
18	COCCN(C(=O)COC(=O)/C=C/c1ccc2ccccc2n1)c1c(N)n(Cc2ccccc2)c(=O)[nH]c1=O
assay / entry,13,14,15,16,17,18
D1 PAM,-1,-2,-1,3,-3,0
Vif-A3F inh,-1%,1%,-8%,-13%,-4%,4%
RXFP1 agonist,2.6%,-0.3%,7.1%,-1.5%,0.0%,-2.8%
D1 agonist,5,2,2,0,5,2
Vif-APOBEC3G blk,?,-1%,0%,-8%,3%,-29%
GRP78 ERSR act,-4%,-1%,-1%,-3%,-1%,-9%
D2 potentiator,0,7,-2,-1,0,12
RXFP1 antag,.,3,.,-21,-2,-5
D1 antagonist,2,3,16,24,3,-1

19	COC(=O)c1ccc(C2Nc3cccc4cccc(c34)N2)cc1
20	Cc1ccc([N+](=O)[O-])cc1NC(=S)NC(=O)c1cccs1
21	Cn1c(SCC(=O)N2CCCc3ccccc32)nc2ccccc2c1=O
22	COC(=O)CSc1nc2sc3c(c2c(=O)n1-c1ccc(OC)cc1)CCN(C)C3
23	Cc1ccccc1Oc1cc(NC(=O)Cn2cnc([N+](=O)[O-])c2)cc([N+](=O)[O-])c1
24	CN(CC(=O)Nc1ccccc1Cl)C(=O)COC(=O)c1ccccc1[N+](=O)[O-]
assay / entry,19,20,21,22,23,24
D1 PAM,4,-1,-8,2,-2,4
Vif-A3F inh,-12%,-1%,2%,7%,?,1%
RXFP1 agonist,-0.3%,3.1%,0.5%,2.5%,-1.8%,0.8%
D1 agonist,3,0,1,2,5,0
Vif-APOBEC3G blk,-1%,0%,-15%,2%,-18%,0%
GRP78 ERSR act,-4%,-3%,-7%,-4%,4%,-1%
D2 potentiator,11,1,8,3,-3,-3
RXFP1 antag,-9,4,5,7,-25,-3
D1 antagonist,-4,-6,-6,3,1,-26

Screen by screen, from the results shown.
RXFP1 antag, entries 19–24 → -9, 4, 5, 7, -25, -3
D1 PAM, entries 19–24 → 4, -1, -8, 2, -2, 4

Continued.
25	COC(=O)[C@@]12CCCCN1[C@H](c1ccc(-c3ccc(C(C)=O)cc3)c(OC)c1)[C@@H]1C(=O)N(C)C(=O)[C@@H]12
26	COC(=O)C1CC(=O)c2sccc2C1 (stereo not given)
27	O=C(c1ccc2c(c1)N(Cc1ccc(F)cc1)C(=O)c1ccccc1S2=O)N1CCC(Cc2ccccc2)CC1 (stereo not given)
28	COC(=O)c1ccccc1S(=O)(=O)Nc1ccc2cn[nH]c2c1
29	CCOC(=O)c1cc(-c2ccccc2)sc1NC(=O)C(C)OC(=O)c1cccc(S(=O)(=O)N(C)C)c1 (stereo not given)
30	COc1ccc(OC)c2c1C(=O)CC2C (stereo not given)
assay / entry,25,26,27,28,29,30
D1 PAM,-5,-7,-3,-7,-6,.
Vif-A3F inh,0%,0%,1%,.,2%,-3%
RXFP1 agonist,-0.3%,0.3%,0.8%,0.6%,2.4%,.
D1 agonist,7,0,9,3,5,.
Vif-APOBEC3G blk,-10%,-2%,-4%,-6%,1%,-1%
GRP78 ERSR act,2%,-4%,-3%,5%,-1%,-2%
D2 potentiator,2,-14,15,-8,.,.
RXFP1 antag,.,16,.,1,-3,9
D1 antagonist,1,-6,12,-6,5,.

Continued; the last 2 above are carried over.
29	CCOC(=O)c1cc(-c2ccccc2)sc1NC(=O)C(C)OC(=O)c1cccc(S(=O)(=O)N(C)C)c1 (stereo not given)
30	COc1ccc(OC)c2c1C(=O)CC2C (stereo not given)
31	Cc1cc(C)n(C(=O)CNC(=O)C(c2ccccc2)c2ccccc2)n1
32	CCN(CC)CCNC(=O)c1ccc(-c2nc(CS(=O)(=O)c3ccc(C)cc3)c(C)o2)cc1
33	O=C(COC(=O)C1COc2ccccc2O1)c1ccc(F)cc1 (stereo not given)
34	Cc1ccc(C)c(-c2csc(NC(=O)c3c(C)noc3C)n2)c1
35	CC1CCCN(c2ccc(C(=O)NCc3ccc4c(c3)OCO4)cc2[N+](=O)[O-])C1 (stereo not given)
36	CC(C(=O)Nc1cccc(Br)c1)c1ccc([N+](=O)[O-])cc1 (stereo not given)
assay / entry,29,30,31,32,33,34,35,36
D1 PAM,-6,.,-16,-1,.,5,-8,-8
Vif-A3F inh,2%,-3%,-2%,2%,1%,3%,0%,1%
RXFP1 agonist,2.4%,.,-0.3%,3.4%,.,4.0%,3.0%,-0.4%
D1 agonist,5,.,0,3,.,-1,2,21
Vif-APOBEC3G blk,1%,-1%,-4%,0%,6%,4%,4%,0%
GRP78 ERSR act,-1%,-2%,-6%,-3%,-2%,?,-3%,-1%
D2 potentiator,.,.,3,-7,.,-3,-8,-2
RXFP1 antag,-3,9,-8,-1,2,-1,0,-2
D1 antagonist,5,.,-18,-2,.,-16,13,-11

37	CC1CCC(NC(=O)CN2C(=O)c3cccnc3Oc3ccc(Cl)cc32)CC1 (stereo not given)
38	COc1cccc(-c2nnc(SCC(=O)N3CCOCC3)o2)c1
39	COc1ccc(CC(=O)Nc2ccc3c(c2)CCC3)cc1OC
40	CC1N(C)c2cc(NC(=O)c3cccs3)c(P(=O)(Nc3ccc([N+](=O)[O-])cc3)N3CCOCC3)cc2C1(C)C (stereo not given)
41	COc1ccc(Cl)cc1NC(=O)c1cc(-c2ccco2)on1
42	COc1ccc(NC(=O)CS(=O)CC(=O)Nc2cccc3cccnc23)cc1 (stereo not given)
assay / entry,37,38,39,40,41,42
D1 PAM,2,0,-1,-5,5,1
Vif-A3F inh,2%,1%,0%,9%,-2%,2%
RXFP1 agonist,2.7%,0.4%,-1.7%,1.5%,5.5%,-2.6%
D1 agonist,2,1,11,3,0,0
Vif-APOBEC3G blk,2%,-1%,-4%,-13%,1%,-10%
GRP78 ERSR act,-3%,1%,0%,-3%,-4%,1%
D2 potentiator,15,-7,-2,-2,-8,.
RXFP1 antag,8,-8,-6,-8,-5,-3
D1 antagonist,4,-1,-14,15,8,2

43	Cc1ccc(OCC(=O)NC(C)c2ccccc2)cc1C (stereo not given)
44	Cc1cc(C)n(C(=O)Cn2nc(C)c(Cl)c2C)n1
45	COc1cccc(C(=O)N2CCN(C(=O)c3cccc(F)c3)CC2)c1
46	Cn1cc(S(=O)(=O)N2CCc3ccccc32)cc1C(=O)NC1CCCCC1
47	O=C(CC1CCS(=O)(=O)C1)NC1CCCCC1 (stereo not given)
48	Cc1nn(-c2ccc(F)cc2)c2nc(N)c(C#N)c(-c3ccc(O)c(O)c3)c12
49	CCCN1C(=O)/C(=C\C=C2/C=CN(CC)c3ccccc32)SC1=S
assay / entry,43,44,45,46,47,48,49
D1 PAM,-6,-2,-8,0,-7,-9,-1
Vif-A3F inh,-3%,1%,-6%,-4%,-6%,-18%,1%
RXFP1 agonist,2.2%,2.0%,-3.3%,4.6%,-0.5%,-0.1%,-9.3%
D1 agonist,2,5,-1,5,5,0,1
Vif-APOBEC3G blk,0%,4%,-8%,8%,2%,-28%,2%
GRP78 ERSR act,-5%,-4%,0%,0%,-3%,-2%,-3%
D2 potentiator,6,10,5,3,3,-10,6
RXFP1 antag,-17,8,2,-11,-1,-16,.
D1 antagonist,-11,11,-3,-29,-2,-46*,2

Some of the compounds tested; the hit share may differ from the screen's.
